aDG glyco act: activators of alpha-DG glycosylation, primary screen, uHTS, Pro5-aDG cells, AlphaScreen. activation, % at 10 µM. 360,000 tested, 0.22% active. alpha-DG glycosylation AlphaScreen (IIH6); 0% Pro5, 100% B10-LARGE cell signal;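 active = activation of at least 8% versus controls, or a plate z-score of at least 8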;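 also: Pro5 are CHO cells carrying HIG-tagged alpha-DG that lacks glycosylation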
MC4R antagonist: MC4R antagonists of cAMP signaling, primary screen, cell-based, TR-FRET, antagonist arm of biased-ligand search; Melanocortin receptor 4 (Homo sapiens), P32245; MC4R-expressing cells, MTII-stimulated cAMP, LANCE TR-FRET; inhibition, % at 6.5 µM; 360,000 tested, 0.48% active;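 active = inhibition above its plate's cutoff, the mean of tested wells on that plate plus 3 SD, cut at about 29% in these data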;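 also: 0% = Melanotan II alone and 100% = Melanotan II plus saturating MCL0020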
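System: U2OS-MC4R stable cell line; Technique: Eu-cAMP/anti-cAMP TR-FRET, emission 671 nm; Repeats: single well per compound; Also added: Melanotan II; Dosing: one concentration, 6.5 µM nominal; Schedule: 30-min compound, 1-h challenge, 1-h detection, room temperature.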
ABHD5 PLIN5 PPI: ABHD5-PLIN5 interaction inhibitors, primary screen, cell lysate, split luciferase complementation, luminescence; 360,000 tested, 0.78% active; inhibition, % at 4 µM; Perilipin-5 (Homo sapiens) + 1-acylglycerol-3-phosphate O-acyltransferase ABHD5 (Homo …; Split G. princeps luciferase complementation, 4 h; AID 602281, 2012;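 active = inhibition above the mean inhibition across every tested compound plus 3 SD, cut at about 22% in these data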;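 also: 0% = DMSO only wells and the 100% control is not disclosed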
TLR9-MyD88 inh: inhibitors of TLR9-MyD88 association in cells, primary screen, cell-based, CHO, BLA complementation, fluorescence; Toll-like receptor 9 (Homo sapiens) + Myeloid differentiation primary response protein …; CCF4 FRET ratio; inhibition, % at 4.98 µM; 340,000 tested, 0.21% active;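 active = inhibition above the mean over all tested compounds plus 3 SD, cut at about 21% in these data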;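 also: 0% = DMSO only wells and 100% = clavulanate BLA inhibitor control wells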
ABCB6 inh MLPCN: ABCB6 transporter inhibitors, primary screen, K562-ABCB6 cells, flow cytometry, MLPCN library; ATP-binding cassette sub-family B member 6 (Homo sapiens), Q9NP58; K562-ABCB6 porphyrin accumulation, 1 h; hits give low values; fluorescence ratio to DMSO, % at 10 µM; 360,000 tested, 0.19% active; AID 602162, 2011;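 active = fluorescence ratio to DMSO below 75%, the collection mean minus 3 SD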;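 also: signal is porphyrin accumulated inside mitochondria; 100% equals median channel fluorescence of DMSO control wells; lower ratio means ABCB6 inhibition with less porphyrin fluorescence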
Target sequence (Q9NP58 whole entry, looked up): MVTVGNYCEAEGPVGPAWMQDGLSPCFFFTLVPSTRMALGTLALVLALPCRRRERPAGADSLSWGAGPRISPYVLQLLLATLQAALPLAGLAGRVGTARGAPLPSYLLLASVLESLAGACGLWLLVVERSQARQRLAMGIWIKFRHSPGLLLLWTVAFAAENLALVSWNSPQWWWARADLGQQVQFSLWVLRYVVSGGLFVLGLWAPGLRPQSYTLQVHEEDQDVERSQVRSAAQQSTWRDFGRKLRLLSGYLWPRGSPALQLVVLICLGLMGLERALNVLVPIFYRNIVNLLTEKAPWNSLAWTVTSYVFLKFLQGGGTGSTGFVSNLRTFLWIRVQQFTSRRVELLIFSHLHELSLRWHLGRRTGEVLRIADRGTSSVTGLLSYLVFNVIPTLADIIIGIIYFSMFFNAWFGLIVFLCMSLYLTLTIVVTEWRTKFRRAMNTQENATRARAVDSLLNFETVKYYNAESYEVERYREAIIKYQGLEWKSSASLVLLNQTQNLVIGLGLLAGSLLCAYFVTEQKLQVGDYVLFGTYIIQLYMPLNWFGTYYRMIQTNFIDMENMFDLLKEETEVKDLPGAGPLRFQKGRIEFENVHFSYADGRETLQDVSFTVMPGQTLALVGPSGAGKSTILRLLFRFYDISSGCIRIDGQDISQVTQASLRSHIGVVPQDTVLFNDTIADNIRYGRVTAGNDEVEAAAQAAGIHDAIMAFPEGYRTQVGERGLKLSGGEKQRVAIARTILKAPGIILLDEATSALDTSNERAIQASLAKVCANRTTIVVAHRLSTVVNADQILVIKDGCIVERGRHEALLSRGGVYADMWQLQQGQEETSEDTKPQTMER
Granule exo inh: LAMP-1 surface exposure blockers, TALL-104 cells – cell-based, flow cytometry, MLPCN library, primary screen | 360,000 tested, 0.66% active | inhibition, % at 10 µM | AID 651702, 2012 | TALL-104 LAMP-1 surface exposure; cells stimulated with thapsigargin and PMA;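 active = inhibition above about 55%, limit read from the data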
N-glyco inh: increase of ERlucT glycosylation luciferase signal, primary screen, N-linked glycosylation inhibitor project, D54 ERlucT cells, luminescence, set 2. D54 ERlucT glycosylation luciferase reporter, 24 h; percent of 100 nM tunicamycin response. reporter increase, % at 12.5 µM. 360,000 tested, 0.23% active;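 active = mean luciferase reporter signal, scaled so untreated is 0 and the glycosylation-blocking control 100, at or above a set limit in every replicate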;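 also: luciferase carries N-glycosylation sites so blocking glycosylation raises the light; 0% = median of neutral control wells and 100% = median of 100 nM tunicamycin wells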
Vif inh: HIV Vif self-association inhibitors, primary screen, imaging, HEK293T, single point. inhibition, % at 7.49 µM. AID 602346, 2012. HEK293T cells, Vif self-association by quenched fluorescence, 24 h. 340,000 tested, 0.35% active; in the data active = inhibition above about 50%, passing the limit was not always enough; also: some results filed as inactive read as strong as hits
MC4R barr agon: MC4R agonists recruiting beta-arrestin, primary screen, cell-based, luminescence, agonist arm of biased-ligand search. Melanocortin receptor 4 (Homo sapiens), P32245. U2OS MC4R beta-arrestin complementation; percent of melanotan II response, DMSO zero. activation, % at 8.9 µM. 360,000 tested, 0.98% active. AID 540308, 2011;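 active = activation above a per-plate cutoff, the mean activation of sample wells on that plate plus 3 SD, cut at about 8% in these data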
NOD2-RIPK2 inh: NOD2-RIPK2 binding disruptors in cells, primary screen, fluorescence, CHO cells, BLA complementation; Receptor-interacting serine/threonine-protein kinase 2 (Homo sapiens), O43353; CCF4 ratio; inhibition, % at 4.98 µM; 360,000 tested, 0.38% active; AID 624267, 2012; in the data active = inhibition above about 21%;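 also: 0% = vehicle only and 100% = reference blocker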
Active calls of the source: *; . = no result given.

SMILES	aDG glyco act	MC4R antagonist	ABHD5 PLIN5 PPI	TLR9-MyD88 inh	ABCB6 inh MLPCN	Granule exo inh	N-glyco inh	Vif inh	MC4R barr agon	NOD2-RIPK2 inh
CCC1=C(OC(=O)N(CC)CC)N2C(=O)OC(=NCC(=O)OC)[C@]2(C)[C@H]2C1=CC[C@H]1C(=O)N(CC(=O)OC)C(=O)[C@H]12	0.0	0	2	-9	100	6	3	-6	-3.2	1
O=C(COC(=O)/C=C/c1cccc(C(F)(F)F)c1)Nc1cccc2ccccc12	-0.1	-1	0	-3	99	0	1	-4	0.6	-5
CC1(C)C2([N+](=O)[O-])CN3CC1([N+](=O)[O-])CN(C2)C3C(O)C(O)C(O)CO (stereo unspecified)	0.2	-11	0	-1	95	-1	1	-4	-0.1	-5
COc1ccc(N(CC(=O)N2CCOCC2)S(C)(=O)=O)c(OC)c1	-0.1	-2	7	0	96	23	3	0	-0.1	-8
O=C(Nc1cccc(OC(=O)c2ccco2)c1)c1ccco1	-0.2	6	1	-16	98	-3	-1	2	-1.8	0
CCN1CCN(C2=C(NS(=O)(=O)c3ccc(C)cc3)C(=O)c3ccccc3C2=O)CC1	5.1	-3	-7	-2	113	5	-3	-6	-2.6	5
O=C(OCc1nnc(-c2cccs2)o1)c1cccnc1Cl	0.3	5	6	-6	98	5	0	.	-2.0	-7
CCOC(=O)c1c(NC(=O)CN2CCCCC2)sc2c1CCN(C(=O)OCC)C2	0.6	7	6	-16	97	-2	-1	-3	1.4	1
CCOC(=O)c1sc(/N=C/Nc2nc(C)c(C(=O)OCC)s2)nc1C	0.3	-1	9	-3	94	5	2	.	0.0	-6
CCOC(=O)C[C@H]1c2ccccc2S(=O)(=O)N1C1CC1	0.1	6	3	0	100	-1	1	-3	-0.8	-1
C=CCNC(=O)c1ccc2c(=O)n(Cc3ccccc3OC)c(=S)[nH]c2c1	0.1	22	-7	-3	99	8	-3	0	0.1	4
COc1ccc(F)cc1S(=O)(=O)n1cc(C)nc1-c1ccccc1	0.0	7	4	4	102	3	3	-4	-1.6	-1
COc1ccc(NC(=O)c2ccccc2NC(=O)NC2CCCCC2)cc1	4.1	-5	1	4	98	-2	5	-6	-3.3	8
O=C(NCCCn1cccn1)C1CCC(=O)N(CCc2ccccc2)C1 (stereo unspecified)	0.0	20	-2	-1	100	-15	0	13	-1.0	3
CC1CCCCN1Cc1ccc(-c2nnn(CC(=O)NC3CCCCC3)n2)cc1 (stereo unspecified)	-0.1	-2	-4	4	86	3	2	-4	5.2	-43
O=C(C1CCCCN1S(=O)(=O)c1ccc(F)cc1)N1CCN(c2ccccc2F)CC1 (stereo unspecified)	0.2	5	-1	-7	97	-11	-2	-5	1.1	-2
CCN(CCC(=O)Nc1cc([N+](=O)[O-])ccc1OC)Cc1ccccc1	0.5	11	-2	-4	102	-2	-1	-6	-0.5	-2
O=C(O)CC/C(=N\Nc1ccccc1[N+](=O)[O-])c1cccs1	-0.2	7	-6	-5	108	-1	-1	.	-1.8	3
Cc1cc(C)cc(Oc2nc(C(F)(F)F)nc3ccccc23)c1	-0.1	-19	1	4	101	-6	5	5	1.6	-8
COC(=O)c1ccc2nc(-c3ccc(OC)c(OC)c3)c(Cc3ccccc3)n2c1	0.1	.	1	.	90	0	3	.	.	-6
COc1ccccc1NC(=O)CN1CCN(c2ccccn2)CC1	0.3	-1	5	-7	92	-2	-1	.	-1.2	1
C=CCn1c(N)cc(=O)nc1SCC(=O)Nc1ccc(C)cc1	1.0	12	-8	-9	104	-2	1	-3	4.0	-4
CCN1C(=O)[C@H]2[C@@H](c3ccc(-c4cc(C(C)=O)cs4)cc3)N3CCCC[C@@]3(C(=O)OC)[C@H]2C1=O	0.0	0	-3	1	95	-4	1	0	1.0	-6
COc1cccc(NC(=O)C(Sc2nc3ccccc3c(=O)n2CC(C)C)c2ccccc2)c1 (stereo unspecified)	-0.5	-1	2	1	101	-4	1	6	1.4	3
CCc1nc2ccccc2n(CCOCCn2c(=O)c(CC)nc3ccccc32)c1=O	0.0	-2	1	-5	102	2	0	15	-1.6	2
C[C@@H](c1ccccc1)N1Cc2ccccc2Oc2cc(Br)ccc2S1(=O)=O	-0.2	10	-4	-4	100	-2	-6	.	1.8	-4
CCOC(=O)c1cnn(-c2cc(C)cc(C)c2)c1N	-0.2	2	-5	3	98	-1	-1	-7	-2.4	-1
COc1cc2ncc(S(=O)(=O)c3ccccc3)c(N3CCCC(C)C3)c2cc1OC (stereo unspecified)	0.6	6	8	3	90	12	1	35	1.4	-25
O=C(CN1CCN(C(C(=O)Nc2ccc(F)cc2)c2ccccc2)CC1)NC1CC1 (stereo unspecified)	0.2	1	1	1	97	-5	1	-7	-0.9	-5
CCOC(=O)c1cc2sccc2n1CC(=O)Nc1ccc(OC)cc1	0.0	2	-1	-6	94	0	1	-1	-1.9	-5
O=C(Nc1ccc(Cl)cc1)OCCn1nnnc1C(c1ccccc1Cl)N1CCOCC1 (stereo unspecified)	0.1	3	9	3	102	-3	15	11	-2.1	7
O=C(O)CCc1ccc(-c2ccc(Cl)cc2)n1NC(=O)c1ccc(O)cc1	-0.1	-3	3	4	95	-1	-1	9	-2.6	5
COc1cc(/C=N/NC(=O)C(=O)NCC2CCCO2)ccc1OCC(=O)N1CCOCC1 (stereo unspecified)	0.0	4	-3	-1	100	-5	0	11	-1.8	-2
Cc1ccc(C)c(N(C)C(=O)COc2cc(=O)n(C)c3ccccc23)c1	0.1	-1	-3	-1	97	-3	1	-1	0.5	-2
COc1ccc(N2CCN(C(=O)C3CCCN(c4ncnc5c4nc4n5CCCCC4)C3)CC2)cc1 (stereo unspecified)	0.1	1	11	6	98	5	3	-2	0.8	4
CC(=O)c1cccc(NC(=S)NC2CCCCCCC2)c1	0.1	-7	-5	5	97	-20	-1	2	-3.4	-3
CCN(C(=O)COc1ccc(F)cc1Br)c1c(N)n(Cc2ccccc2)c(=O)[nH]c1=O	-0.1	-4	-3	-4	104	7	-2	-3	-3.7	-6
CCCCN(CCCC)C(=O)C[n+]1cccc(/C=N/O)c1	0.3	4	0	-5	95	-5	0	-13	-1.9	-10
Cc1c(CC(=O)NCCCC(=O)O)c(=O)oc2c(C)c3oc4c(c3cc12)CCCC4	0.0	7	-9	-9	96	3	2	9	-2.0	-10
CCn1c(NC(=O)c2ccccc2F)c(-c2cccs2)c(=O)c2ccccc21	-0.1	15	1	5	92	16	2	4	-0.3	-1
Cc1cccc(Nc2nnc(SCC(=O)NC(=O)CN3CCCC3=O)s2)c1	0.0	16	-8	-6	101	-1	2	-9	5.5	-1
Cc1ccsc1C(=O)NCc1ccc(Cl)cc1	0.0	-2	3	.	95	-8	0	-6	-1.6	-12
O=C(CN1C(=O)CSc2ccc(S(=O)(=O)N3CCOCC3)cc21)NCc1cccnc1	0.3	-1	2	3	95	-4	3	1	-1.0	-2
COC(=O)/C(=C\c1ccc(O)cc1)c1nc2ccccc2[nH]1	-0.1	1	-4	0	101	-4	2	0	-2.0	-3
Cc1nn(CC(=O)Nc2ccc3c(c2)CCC3)c(C)c1[N+](=O)[O-]	0.1	5	6	-21	103	6	5	-6	-1.0	0
CC(C)CNC1=CC(=O)CC(c2ccco2)C1 (stereo unspecified)	0.0	4	2	1	98	-3	1	18	4.8	-1
COc1ccc(N=c2oc3cc(O)ccc3cc2C(=O)NCC2CCCO2)cc1 (stereo unspecified)	-0.7	-5	-7	-19	98	-3	0	0	2.8	-53
COc1ccc(CNC(=O)c2ccc(S(=O)(=O)NCc3ccco3)cc2)cc1	0.1	3	-2	-2	95	-1	0	5	-2.4	-7
CCOC(=O)N1CCC(=NNC(=O)Cn2ccc(C(F)(F)F)n2)CC1	-0.5	10	6	-5	103	2	0	0	-1.7	3
CCOC(=O)COc1ccccc1/C=N/O	0.1	6	-2	5	104	0	0	3	0.5	-2
O=C(NNc1c2ccccc2nc2ccccc12)C12CC3CC(CC(C3)C1)C2	0.0	23	-2	3	102	-1	1	-2	-0.4	6
CCC1Sc2ccc(S(=O)(=O)CCC(=O)Nc3ccc(NC(C)=O)cc3)cc2NC1=O (stereo unspecified)	0.0	9	-3	-8	103	-18	2	-5	-0.1	-10
O=C(NC(C(=O)N/N=C/c1cccc2ccccc12)c1n[nH]c(=O)c2ccccc12)c1ccccc1 (stereo unspecified)	-0.5	2	1	-9	100	-6	-1	-7	-2.4	1
O=C(NC1CCCCC1)c1cc([N+](=O)[O-])ccc1N1CCCC1	-0.4	1	1	-3	102	-7	.	.	-0.9	-10
COc1ccc(Cl)cc1N1C(=O)C2CCCN2C1c1sccc1C (stereo unspecified)	-0.1	-2	-2	0	93	-1	-1	1	-1.6	3
CC1(C)N=C(/C=N/O)CN1O	-0.2	10	6	3	99	-7	2	18	-1.5	3
COc1ccc(NC(=O)CC(C)C)c([N+](=O)[O-])c1	0.2	8	7	-12	101	2	-2	15	2.1	8
COc1ccc(NC(=O)CN(C)S(=O)(=O)c2cccc3nsnc23)cc1OC	-0.1	2	-4	5	92	0	1	-10	-3.1	11
COc1cc(Cc2ccc(N)c(OC)c2)ccc1N	-0.2	12	1	-3	97	-6	-1	3	0.8	5
O=C(C1=NN(c2ccccc2)C2C(=O)N(c3cccc(Cl)c3)C(=O)C12)c1ccccc1 (stereo unspecified)	-0.2	0	-4	28*	101	1	3	-7	-0.6	35*
Following part:
SMILES	aDG glyco act	MC4R antagonist	ABHD5 PLIN5 PPI	TLR9-MyD88 inh	ABCB6 inh MLPCN	Granule exo inh	N-glyco inh	Vif inh	MC4R barr agon	NOD2-RIPK2 inh
O=C(NNc1ccc([N+](=O)[O-])cc1)C1CC1c1ccccc1 (stereo unspecified)	0.0	0	-3	0	102	-2	4	-3	-2.7	-4
Clc1cccc(-c2nc3ccc(Br)cn3c2Cc2ccccc2)c1	0.0	.	-12	.	103	-5	-2	.	.	-11
O=C(O)c1ccc(-n2c(-c3cc(-c4ccco4)[nH]n3)n[nH]c2=S)cc1	-0.6	6	9	-1	104	-2	6	-3	-1.1	5
COc1cccc(/C=N/n2c(N)nc3ccccc32)c1OC	0.5	18	3	-5	93	-1	-1	-9	0.9	6

Screening data: PubChem BioAssay, several laboratories

An excerpt (hit frequency here may not be typical).
